AID2073: inhibitors of Mint1-CaV2.2 protein interaction, biochemical, HTRF (AID 2073); 290,000 tested, 0.19% active; HTRF protein-protein interaction, Mint1-CaV2.2; higher % means a stronger effect; one-dose inhibition, % at 20 µM; IC50 in µM for titrated hits; in the data active = inhibition mostly above about 51%, no sharp cut-off; inconclusive = no clear call, values can overlap the other calls; inactive = mostly below about 53%; note: some results filed as inactive read as strong as hits
LYP phosphatase: PTPN22 lymphoid phosphatase activity blockers – biochemical, fluorescence intensity, uHTS (AID 1779); recombinant LYP phosphatase, fluorescence intensity; higher % means a stronger effect; inhibition, % at 11.5 µM, or IC50 in µM where a hit was titrated; 290,000 tested, 0.054% active; in the data active = inhibition above about 50%;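 note: plate controls were vehicle with enzyme for no effect and no enzyme for full effect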
RSV antiviral HEp-2: RSV antiviral activity via CPE protection, HEp-2 cells, primary 10 µM value included (AID 2391); HEp-2 cells, RSV-induced CPE inhibition; higher % means a stronger effect; one-dose CPE inhibition, % at 10 µM; IC50 in µM for titrated hits; 310,000 tested, 0.13% active; in the data active = a potency from the dose series; inconclusive = CPE inhibition mostly from about 23% at the one dose, without a potency; inactive = the rest, 99 in 100 with CPE inhibition below about 21%; note: strong numbers were not always called active
NTR1 ag: agonists of NTR1, primary screen, imaging, U2OS cells, beta-arrestin-GFP, high content (AID 493036). NTR1-U2OS beta-arrestin-GFP spot imaging, agonist mode. 330,000 tested, 0.17% active. activation, % at 20 µM;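 active = activation at or above 40% of the spot to cytoplasm intensity ratio, with at least 20 cells analyzed; inconclusive = wells under 20 cells, flagged as cytotoxic or low count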;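 note: 0% = DMSO without peptide and 100% = 100 nM NTR1 peptide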
Target sequence (P30989 whole entry, looked up): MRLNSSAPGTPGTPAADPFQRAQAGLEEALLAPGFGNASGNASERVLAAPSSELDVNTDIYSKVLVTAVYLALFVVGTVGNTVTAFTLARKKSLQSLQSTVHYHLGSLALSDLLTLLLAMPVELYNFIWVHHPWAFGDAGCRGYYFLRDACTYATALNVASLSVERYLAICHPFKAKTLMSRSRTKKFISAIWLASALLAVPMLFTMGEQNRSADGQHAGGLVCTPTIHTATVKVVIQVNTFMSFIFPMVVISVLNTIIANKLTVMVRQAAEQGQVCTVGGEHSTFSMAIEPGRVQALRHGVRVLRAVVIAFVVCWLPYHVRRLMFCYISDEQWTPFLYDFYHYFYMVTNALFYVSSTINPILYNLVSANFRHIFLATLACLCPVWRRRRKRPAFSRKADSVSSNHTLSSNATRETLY
GPR35 arrestin U2OS: GPR35 antagonists blocking zaprinast-driven arrestin recruitment, primary screen, imaging, U2OS, beta-arrestin-GFP, zaprinast agonist (AID 2058). U2OS GPR35 beta-arrestin-GFP translocation imaging, zaprinast antagonism; higher % means a stronger effect. inhibition, % at 10 µM, or IC50 in µM where a hit was titrated. 290,000 tested, 0.052% active;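 active = inhibition of at least 50% with at least 30 cells and total cytoplasm GFP at most 10,000,000; inconclusive = under 30 cells or total GFP of 10,000,000 plus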
NS5 inhibitors: flavivirus cap methylation enzyme inhibition – biochemical, confirmation dose response, primary screen (AID 588689) | Dengue-2 NS5 methyltransferase capping enzyme assay, biochemical; higher % means a stronger effect | inhibition, % at 25 µM, or IC50 in µM where a hit was titrated | 340,000 tested, 0.3% active; in the data active = a potency from the dose series; inconclusive = inhibition above about 29% without an active follow-up result
Autophagy HCS: alters autophagy in cells; calls only at 10 µM (by protocol); MEF GFP-LC3 puncta imaging; test concentration mostly 10 µM; 190,000 tested, 0.98% active;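 active = percentage of spot-positive cells more than 3 SD above its plate mean, without a fluorescence outlier flag or 80% toxicity; inconclusive = no clear call, values can overlap the other calls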;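 note: spot-positive cell cutoff set from DMSO-treated cells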
UTI89 phage lysis: inhibition of K1F phage lysis, E. coli UTI89, bacterial capsule biogenesis inhibitors, alamar blue (AID 488966); E. coli UTI89 K1F phage lysis, alamar blue, 2 h; higher % means a stronger effect; inhibition, % at 100 µM; hits with a dose series show IC50 in µM; 340,000 tested, 0.02% active;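 active = phage lysis inhibition, versus mean bacterial control, above a set limit; inconclusive = no clear call, values can overlap the other calls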;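 note: capsule biogenesis inhibitors block K1F phage lysis so surviving cells raise fluorescence; higher fluorescence means more inhibition of phage lysis; actives were called in the ten point dose series up to 300 µM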
WT yeast gro inh: growth inhibition of WT yeast, mitochondrial fusion screen; inhibition, % at 10 µM; mitochondrial fusion phenotypic screen, WT strain; 190,000 tested, 2.1% active; in the data active = inhibition above about 58%; tested in S. cerevisiae
WT yeast gro inh mutant strain: also measured in WT yeast gro inh; calls as there; inhibition, %; mitochondrial fusion phenotypic screen, mutant strain inhibition
Autophagy HCS cell loss 18 h: further read-out of Autophagy HCS, marked with its call; toxicity, %; measured here: cell loss, nuclei count;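 cell loss after 18 h compound exposure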
NTR1 ag cell count 20 µM: recorded beside NTR1 ag, whose call it bears; cell count; measured here: cell count, cytotoxicity flag
NS5 inhibitors pilot replicate: recorded beside NS5 inhibitors, whose call it bears; inhibition, %; measured here: pilot screen replicate inhibition
* = called active by the depositor; i = inactive; u = inconclusive; x = not tested or not shown; [ ] = another dose, or the depositor's remark.

SMILES	AID2073	LYP phosphatase	RSV antiviral HEp-2	NTR1 ag	NTR1 ag cell count 20 µM	GPR35 arrestin U2OS	NS5 inhibitors	Autophagy HCS	Autophagy HCS cell loss 18 h	UTI89 phage lysis	WT yeast gro inh	WT yeast gro inh mutant strain	others
S=C(Nc1cccnc1)N1CCN(c2ccccc2Cl)CC1	-14%	-7%	1.2%	-1.4	52	-8%	-4%	x	x	0.1%	x	x
CCOC(=O)c1c(NS(=O)(=O)Cc2ccccc2)sc2c1CCCC2	-8%	8%	3.6%	-1.2	108	5%	0%	i	3	-0.3%	31	27
COCCCN1C(=O)C(=O)/C(=C(/O)c2ccc3c(c2)CC(C)O3)C1c1cccnc1 (centres undefined)	7%	-4%	0.8%	0.4	57	10%	3%	i	-14	1.0%	12	10
CN(C(=O)CC1C(=O)NCCN1Cc1ccc(F)cc1Cl)C1CCCCC1 (centres undefined)	-1%	-7%	0.3%	-0.4	49	-12%	0%	x	x	-0.2%	x	x
O=C(c1ccccn1)c1ncc(C(F)(F)F)cc1Cl	-5%	-6%	-0.6%	1.5	67	3%	-6%	i	-35	0.3%	x	x
CCOC(=O)C(C(=O)N1CCOCC1)C1CCCCC1 (centres undefined)	3%	-5%	0.7%	1.6	33	1%	6%	i	2	6.5%	1	-2
COCCn1c(SCC(=O)c2ccc3c(c2)OCCO3)nnc1C(C)C	-16%	-3%	0.1%	0.6	58	13%	0%	i	-5	3.6%	13	25
Cc1ccccc1NC(=O)CSc1nc2cc3c(cc2cc1C)CCC3	8%	7%	-0.3%	5.3	48	6%	1%	i	40	0.1%	-3	2
O=C1CN(C(=O)c2ccc(Cl)c(S(=O)(=O)N3CCc4ccccc43)c2)c2ccccc2N1	1%	1%	8.4%	4.7	76	-4%	-10%	x	x	1.3%	x	x
CC(C)(C)NC(=S)N/N=C\c1ccc(-c2ccc([N+](=O)[O-])cc2)o1	-22%	9%	3.0%	5.6	44	4%	x	x	x	x	x	x
COc1cc(NC(=O)Cc2ccccc2)c(C(=O)O)cc1OC	9%	-3%	0.0%	0.5	26	2%	-7%	i	-23	-0.1%	2	2
COc1cccc(NC(=O)CN(C)C(=O)CNC(=O)c2ccc3ccccc3c2)c1	x	x	-0.6%	-0.8	58	x	-7%	x	x	1.3%[50 µM]	x	x
CCn1c(SCC(=O)c2cc(C)n(CC3CCCO3)c2C)nc2ccccc21 (centres undefined)	6%	-7%	0.8%	0.2	88	4%	6%	i	-7	3.0%	1	4
O=C(Cc1ccc([N+](=O)[O-])cc1)N1N=C2CCCCC2C1(O)C(F)(F)F (centres undefined)	-7%	-15%	1.4%	-0.1	47	-4%	x	x	x	x	x	x
O=C(CCC(=O)c1ccc(F)cc1)OC1CCOC1=O (centres undefined)	-2%	-10%	0.9%	2.7	46	4%	1%	i	4	-0.4%	20	-1
CCOC(=O)C1CCCN(S(=O)(=O)c2cn(C)c(=O)n(C)c2=O)C1 (centres undefined)	10%	-10%	0.6%	0.9	93	-7%	1%	i	7	1.6%	-7	-14
CCC(C)C(=O)Nc1nnc(-c2cccs2)s1 (centres undefined)	-16%	0%	4.1%	-0.7	55	7%	-1%	i	-7	-0.5%	36	20
c1ccc(Sc2cccc3ccccc23)c(CNC2=NCCN2)c1	-1%	-4%	13%	5.3	41	0%	2%	i	4	3.9%[50 µM]	67	74
Cc1ccc(CN2CCCOCCS2(=O)=O)cc1	-2%	-15%	0.5%	-3.6	70	20%	-6%	x	x	0.4%	x	x
O=C(CSc1nc2cc(Cl)ccc2s1)Nc1cccc(S(=O)(=O)N2CCOCC2)c1	6%	-3%	u	4.6	41	-16%	0%	i	15	-1.9%	4	10

Retrieved by structure from the entries so far:
SMILES	AID2073	LYP phosphatase	RSV antiviral HEp-2	NTR1 ag	NTR1 ag cell count 20 µM	GPR35 arrestin U2OS	NS5 inhibitors	Autophagy HCS	Autophagy HCS cell loss 18 h	UTI89 phage lysis	WT yeast gro inh	WT yeast gro inh mutant strain	others
CCn1c(SCC(=O)c2cc(C)n(CC3CCCO3)c2C)nc2ccccc21 (centres undefined)	6%	-7%	0.8%	0.2	88	4%	6%	i	-7	3.0%	1	4
CCOC(=O)c1c(NS(=O)(=O)Cc2ccccc2)sc2c1CCCC2	-8%	8%	3.6%	-1.2	108	5%	0%	i	3	-0.3%	31	27

By substructure, the entries above containing an aryl thioether with sulfur outside any ring (5)
SMILES	AID2073	LYP phosphatase	RSV antiviral HEp-2	NTR1 ag	NTR1 ag cell count 20 µM	GPR35 arrestin U2OS	NS5 inhibitors	Autophagy HCS	Autophagy HCS cell loss 18 h	UTI89 phage lysis	WT yeast gro inh	WT yeast gro inh mutant strain	others
COCCn1c(SCC(=O)c2ccc3c(c2)OCCO3)nnc1C(C)C	-16%	-3%	0.1%	0.6	58	13%	0%	i	-5	3.6%	13	25
Cc1ccccc1NC(=O)CSc1nc2cc3c(cc2cc1C)CCC3	8%	7%	-0.3%	5.3	48	6%	1%	i	40	0.1%	-3	2
CCn1c(SCC(=O)c2cc(C)n(CC3CCCO3)c2C)nc2ccccc21 (centres undefined)	6%	-7%	0.8%	0.2	88	4%	6%	i	-7	3.0%	1	4
c1ccc(Sc2cccc3ccccc23)c(CNC2=NCCN2)c1	-1%	-4%	13%	5.3	41	0%	2%	i	4	3.9%[50 µM]	67	74
O=C(CSc1nc2cc(Cl)ccc2s1)Nc1cccc(S(=O)(=O)N2CCOCC2)c1	6%	-3%	u	4.6	41	-16%	0%	i	15	-1.9%	4	10

Carrying on.
SMILES	AID2073	LYP phosphatase	RSV antiviral HEp-2	NTR1 ag	NTR1 ag cell count 20 µM	GPR35 arrestin U2OS	NS5 inhibitors	Autophagy HCS	Autophagy HCS cell loss 18 h	UTI89 phage lysis	WT yeast gro inh	WT yeast gro inh mutant strain	others
Cc1ccc(SCCNC(=O)C(C)C)cc1	7%	-6%	3.7%	0.7	47	-1%	0%	i	-9	0.9%	-3	-4
CCn1cc(CN2CCC(C(=O)Nc3ccc(Oc4cccnc4)cc3)CC2)cn1	10%	-13%	-0.2%	0.1	42	-8%	-5%	x	x	0.1%	x	x
CCCC(C(=O)NCCC(C)C)N(Cc1ccc(F)cc1)C(=O)c1snc(C(N)=O)c1N (centres undefined)	5%	-4%	2.1%	0.0	72	13%	-3%	x	x	0.6%	x	x
CC(C)NC(=O)C1CCCN(S(=O)(=O)c2cccc3nonc23)C1 (centres undefined)	9%	-14%	0.9%	0.6	48	1%	-7%	x	x	0.0%	x	x
Cc1scc(C(=O)N/N=C/c2ccc(OC(C)C)cc2)c1C	5%	10%	14%	1.0	59	-1%	-7%	i	-7	1.3%	5	2
O=c1[nH]ncn1-c1cccc(C(F)(F)F)c1	29%	-4%	9.2%	-2.6	80	0%	-3%	i	-23	0.2%	-19	-13
CCN(CC)S(=O)(=O)c1cccc(C(=O)Nc2cc3oc4ccccc4c3cc2OC)c1	19%	1%	3.6%	-0.6	52	5%	-3%	i	8	-0.5%	-8	8
O=C(COc1ccc(Br)cc1)Nc1ccc(Cc2ccncc2)cc1	-12%	-3%	6.5%	2.5	29	-12%	-5%	i	16	0.0%	49	45
CCc1cccc(C)c1NC(=O)Cn1c(NCCO)nc2ccccc21	20%	-6%	1.5%	-2.9	63	-8%	-3%	i	5	1.2%	-9	0
COc1ccc(C(=O)OCC(=O)Nc2ccc(N3CCOCC3)cc2)cc1	x	x	-0.7%	-0.9	47	x	2%	x	x	0.7%[50 µM]	x	x
CCOc1ccc2nc(NCCNC(=O)CC)c(C#N)cc2c1	17%	-7%	4.0%	-0.8	79	15%	10%	i	4	1.6%	-2	1
CC1(C)CC(=O)C2=C(C1)N(C1CCCCC1)C(=O)C2(O)C(F)(F)F (centres undefined)	-3%	-7%	-0.6%	-0.4	87	10%	-2%	i	35	-0.5%	-5	0	NS5 inhibitors pilot replicate=-2.7
CC(C)c1cc(C(=O)Nc2cc(Br)ccc2O)no1	12%	-7%	4.8%	0.5	57	-1%	-8%	i	-15	-0.2%	35	7
Cc1cc(Nc2cccc(Cl)c2)nc(N2CCOCC2)n1	7%	2%	12%	2.7	41	4%	-2%	i	-13	6.0%	13	23
CCc1ccc(C(=O)N2CCCC2)s1	-3%	-1%	0.6%	4.8	67	10%	1%	i	-3	5.3%	0	-9
CCCN1C2CCCC1CC(NC(=S)Nc1cc(C)cc(C)c1)C2 (centres undefined)	-2%	-2%	-1.1%	0.1	56	6%	-11%	i	4	-0.1%	-8	-18
Cc1ccc(S(C)(=O)=NS(=O)(=O)c2cccc3nsnc23)cc1 (centres undefined)	0%	-9%	1.2%	-1.3	47	-8%	-5%	x	x	0.3%	x	x
Cc1ccc(N2CCN(c3ccc([N+](=O)[O-])cn3)CC2)c(C)c1	16%	-6%	-0.1%	-0.2	82	14%	5%	x	x	0.1%	x	x
Cn1cc(CN2CCC(C(O)CCc3ccccc3)CC2)c(-c2ccccc2F)n1 (centres undefined)	-2%	-4%	-1.1%	-0.7	61	8%	-10%	i	13	0.4%	-6	-5
CCOC(=O)C1(CC2CCCCO2)CCN(Cc2c(C)cc(C)cc2-n2cccn2)CC1 (centres undefined)	6%	-8%	-1.8%	2.1	54	16%	-11%	i	15	-0.1%	11	7
C[C@@H]1CCC[C@]2(O[C@@H](CCO)C[C@H](O)[C@H]2O)O1	x	x	-0.8%	0.5	58	x	-1%	x	x	2.0%	x	x
COC(=O)CSc1ncnc2c1sc1nc(N3CCOCC3)c3c(c12)CCCC3	49%	0%	0.5%	2.7	82	5%	-6%	i	-4	0.3%	11	34
